Assay outcomes: PubChem BioAssay, several laboratories
KLF5 inh: KLF5 expression inhibitors, primary screen, DLD-1 cells, luminescence; DLD-1 KLF5 promoter-luciferase reporter; inhibition, % at 5 µM; 290,000 tested, 0.23% active; AID 1700, 2009;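 active = inhibition above a per-plate limit of that plate's mean compound inhibition plus 3 SD, cut at about 60% in these data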;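 note: 0% = DMSO wells and 100% = LY294002 at 200 µM; higher means less KLF5 promoter-driven luciferase light; inactives centre near -14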
HSP90 refold inh: HSP90 inhibitors, primary screen, cell lysate, luminescence; Heat shock protein HSP 90 (rabbit reticulocyte lysate; luciferase refolding); Rabbit reticulocyte lysate, luciferase refolding luminescence, 3 h; inhibition, % at 5.6 µM; 290,000 tested, 0.91% active; AID 1789, 2009;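 active = inhibition above the screen-wide mean plus 3 SD, computed separately per campaign, cut at about 16% in these data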;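 note: 0% = DMSO wells and 100% = 60 µM geldanamycin wells; inhibitors lower the luminescence because luciferase stays unfolded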
HIF activator: HIF pathway transcriptional activators, primary screen, cell-based, U2OS HRE-luciferase, luminescence | activation, % at 7.5 µM (by protocol) | 300,000 tested, 0.32% active | U2OS HRE-luciferase reporter; normalized: DMSO 0%, desferrioxamine 100% | AID 1910, 2009;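 active = mean activation of at least 10% of the iron chelator positive control signal, with at least half of replicates also reaching 10%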
AI-2 QS modul: Vibrio harveyi AI-2 quorum sensing modulators, primary screen, JMH597 strain, luminescence/OD600 ratio | activity change, % at 7.5 µM | 300,000 tested, 0.4% active | Vibrio harveyi JMH597 AI-2 luminescence/OD600 ratio, 9 h; hits give low values; strain lacks LuxN and CqsS sensors; 0 = neutral-control median; in the data active = activity change below about -75%, passing the limit was not always enough;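 note: luminescence divided by OD600 gain over 9 h not by final OD600 alone; inactives centre near 13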
HSF1 inh: HSF1 inhibitors in luciferase reporter cells, primary screen, cell-based, NIH3T3, luminescence. activity change, negative = inhibition, % at 7.5 µM (by protocol). 300,000 tested, 0.77% active. NIH3T3-HGL HSE-luciferase, MG132-induced, luminescence 8 h; hits give low values;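 active = more than half of replicate wells show activity change below -50%, luminescence cut by over half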;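 note: luciferase reports HSF-1 transcriptional activity via heat shock element; 0% = median of DMSO wells and -100% = zero luminescence signal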
GSK3A inh: blockers of GSK3A enzyme activity – biochemical, luminescence, cell-free homogeneous, HTS, primary screen | Glycogen synthase kinase-3 alpha (Homo sapiens), P49840 | GSK-3 alpha kinase, ADP-Glo luminescence, 60 min | inhibition, % at 10 µM | 320,000 tested, 0.1% active | AID 2650, 2010;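 in the data active = inhibition above about 50%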;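 note: GST-tagged GSK-3 alpha with peptide substrate and 25 µM ATP; 0% = DMSO neutral wells and 100% = GW8510 positive control wells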
Target sequence (P49840 whole entry, looked up): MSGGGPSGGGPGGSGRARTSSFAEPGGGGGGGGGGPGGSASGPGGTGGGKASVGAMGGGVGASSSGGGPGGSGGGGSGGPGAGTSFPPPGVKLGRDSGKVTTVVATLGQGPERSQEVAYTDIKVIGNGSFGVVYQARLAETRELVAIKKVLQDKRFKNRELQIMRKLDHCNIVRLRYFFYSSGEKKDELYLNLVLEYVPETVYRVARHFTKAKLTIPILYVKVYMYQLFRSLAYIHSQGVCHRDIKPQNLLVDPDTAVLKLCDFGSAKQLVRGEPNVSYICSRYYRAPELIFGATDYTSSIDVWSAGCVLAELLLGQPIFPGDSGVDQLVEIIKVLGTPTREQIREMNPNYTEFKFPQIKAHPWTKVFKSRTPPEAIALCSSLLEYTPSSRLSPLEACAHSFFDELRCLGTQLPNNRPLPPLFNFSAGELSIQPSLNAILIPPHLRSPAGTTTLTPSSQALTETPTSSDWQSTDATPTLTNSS
IEC-6 tox: cytotoxicity in IEC-6 intestinal epithelial cells, primary screen, cytotoxicity control for KLF5 inhibitor project, cell-based, luminescence; AID 1825, 2009; inhibition, % at 5 µM; 290,000 tested, 0.78% active; IEC-6 cytotoxicity, luminescence viability; in the data active = inhibition above about 22%;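 note: 0% = plate median of test compound wells and 100% = cytotoxic reference compound wells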
HSF1 activator: HSF-1 activators, primary screen, NIH3T3-HGL cells, MG132 stress, luminescence, single point. activation, % at 9 µM. 300,000 tested, 1.7% active. NIH3T3-HGL HSF-1 luciferase reporter, 8 h; 100% = twice DMSO control signal;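 active = mean replicate activation of at least 50% with a set share of replicates each reaching 50%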;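 note: 0% = median of the neutral control wells and 100% = twice that signal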
aSyn UTR inh: MLPCN primary screen, SNCA 5' untranslated region; inhibition, % (tested at 7.5 µM); 300,000 tested, 0.82% active; AID 1813, 2009; alpha-synuclein 5'UTR reporter, inhibitor activity; in the data active = inhibition above about 60%;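 note: H4 neuroglioblastoma cells stably carrying SNCA 5'UTR luciferase fusion; 0% = DMSO wells and 100% = positive control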
GSK3beta inhib: human GSK3beta kinase inhibitors, primary screen, biochemical, cell-free homogeneous, HTS | Glycogen synthase kinase-3 beta (Homo sapiens), P49841 | GST-GSK3beta kinase, ADP-Glo luminescence, 60 min; hits give low values | activity score (negative = inhibition), % at 10 µM | 300,000 tested, 0.038% active;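 active = more than half of replicate wells score below -50%, meaning over 50% inhibition versus plate controls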;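 note: 0% = median DMSO wells and -100% = median GW8510 positive control wells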
Target sequence (P49841 whole entry, looked up): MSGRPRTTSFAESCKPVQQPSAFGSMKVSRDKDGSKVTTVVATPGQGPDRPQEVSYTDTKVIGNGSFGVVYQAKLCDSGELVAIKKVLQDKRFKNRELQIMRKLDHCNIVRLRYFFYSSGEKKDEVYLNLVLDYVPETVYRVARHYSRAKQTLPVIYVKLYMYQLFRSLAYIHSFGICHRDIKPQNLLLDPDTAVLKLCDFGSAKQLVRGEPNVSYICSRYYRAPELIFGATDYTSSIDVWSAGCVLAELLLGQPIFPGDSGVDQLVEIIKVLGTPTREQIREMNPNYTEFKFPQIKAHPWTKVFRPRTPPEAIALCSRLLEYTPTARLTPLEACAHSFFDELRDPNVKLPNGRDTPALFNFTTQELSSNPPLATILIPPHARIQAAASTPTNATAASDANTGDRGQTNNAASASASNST
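Assay system: GST-fused GSK3beta enzyme, cell-free / Medium: Tris pH 7.5 buffer with MgCl2, DTT, BSA, heparin / Also added: peptide substrate plus 25 µM ATP (final) / Compound: 10 µM single point / Timing: kinase reaction with compound 60 min at room temperature / Detection: ADP-Glo luminescence / Benchmarks: DMSO neutral wells and GW8510 at 20 µM as positive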
Starred values were filed as active, the others as inactive. This is a random part of the collection. About 4.7% of those tested had a hit in this group.

What do the screens show for `O=C(c1cccc(Cl)c1)c1nn(-c2ccccc2)c(=O)cc1C(F)(F)F`?
KLF5 inh: -42.2; HSP90 refold inh: -0.8; HIF activator: 0.2; AI-2 QS modul: 46.1; HSF1 inh: -2.2; GSK3A inh: -1.0; IEC-6 tox: -5.6; HSF1 activator: -2.3; aSyn UTR inh: 18.9; GSK3beta inhib: -0.2

Results for C=CC(C)(C)c1c(O)c(CC=C(C)C)c(O)c2c(=O)c3ccc(O)c(O)c3oc12 ?
HIF activator: 0.3; AI-2 QS modul: 10.1; HSF1 inh: -3.1; GSK3A inh: -2.4; HSF1 activator: -7.6; aSyn UTR inh: 73.3*; GSK3beta inhib: -4.4

What do the screens show for `CCOc1cc(CNc2ncn[nH]2)ccc1OCC(=O)NC(C)(C)C`?
KLF5 inh: -10.5; HSP90 refold inh: 1.9; HIF activator: -0.4; AI-2 QS modul: 38.6; HSF1 inh: -1.4; GSK3A inh: -1.1; IEC-6 tox: -0.6; HSF1 activator: -4.2; aSyn UTR inh: -13.6; GSK3beta inhib: 1.2

What do the screens show for `COc1ccc(CC(=O)NNC(=O)c2cccs2)cc1`?
KLF5 inh: -40.0; HSP90 refold inh: -4.5; HIF activator: 0.4; AI-2 QS modul: 13.0; HSF1 inh: -7.2; GSK3A inh: -0.8; IEC-6 tox: -13.5; HSF1 activator: 15.8; aSyn UTR inh: -17.5; GSK3beta inhib: 1.6

How did Cc1cccc2c3c([nH]c12)C(=O)CC(C)(C)S3 do in these assays?
KLF5 inh: -53.8; HSP90 refold inh: -2.2; HIF activator: -1.4; AI-2 QS modul: 21.0; HSF1 inh: 28.0; GSK3A inh: -1.8; IEC-6 tox: -0.8; HSF1 activator: 32.4; aSyn UTR inh: -2.3; GSK3beta inhib: -1.5

Results for Cc1cc(O)c(C(=O)c2ccccc2C(=O)O)cc1C ?
KLF5 inh: -36.8; HSP90 refold inh: 3.8; HIF activator: -0.3; AI-2 QS modul: 17.9; HSF1 inh: -7.8; GSK3A inh: -4.5; IEC-6 tox: 1.8; HSF1 activator: 3.0; aSyn UTR inh: -11.4; GSK3beta inhib: 2.2

Results for CSc1nc(=S)cc(C)[nH]1 ?
KLF5 inh: -14.9; HSP90 refold inh: 2.0; HIF activator: -1.2; AI-2 QS modul: -29.5; HSF1 inh: -9.7; GSK3A inh: 0.6; IEC-6 tox: -1.1; HSF1 activator: -0.4; aSyn UTR inh: 1.7; GSK3beta inhib: 3.3

How did O=C(N/N=C/c1cccnc1)c1sc2ccccc2c1Cl do in these assays?
KLF5 inh: -38.1; HSP90 refold inh: -1.4; HIF activator: 0.1; AI-2 QS modul: 14.8; HSF1 inh: 1.1; GSK3A inh: 1.8; IEC-6 tox: -12.5; HSF1 activator: 12.7; aSyn UTR inh: 10.0; GSK3beta inhib: 0.0

What do the screens show for `CCC(C(=O)Nc1ccccc1-c1ccccc1)c1ccccc1` (stereo not drawn)?
KLF5 inh: -5.2; HSP90 refold inh: 1.4; HIF activator: 0.3; AI-2 QS modul: -2.9; HSF1 inh: -19.7; GSK3A inh: 6.3; IEC-6 tox: 2.4; HSF1 activator: -38.9; aSyn UTR inh: 15.9; GSK3beta inhib: 1.2

How did O=C(NCCOc1ccc(F)cc1)C1CCC(=O)N(CC2CCCCC2)C1 (stereo not drawn) do in these assays?
KLF5 inh: -13.4; HSP90 refold inh: 0.4; HIF activator: 0.0; AI-2 QS modul: 4.8; HSF1 inh: 1.7; GSK3A inh: -1.5; IEC-6 tox: -1.9; HSF1 activator: -16.5; aSyn UTR inh: -20.8; GSK3beta inhib: 2.1

What do the screens show for `CN1CCN(C(=O)C23CC4CC(C)(CC(C)(C4)C2)C3)CC1`?
KLF5 inh: -8.7; HSP90 refold inh: 6.6; HIF activator: -0.3; AI-2 QS modul: 17.6; HSF1 inh: -14.9; GSK3A inh: 2.6; IEC-6 tox: -7.4; HSF1 activator: -4.2; aSyn UTR inh: -1.4; GSK3beta inhib: 0.4

Results for NC(=O)C1CCN(C2=C(NS(=O)(=O)c3ccc(Cl)cc3)C(=O)c3ccccc3C2=O)CC1 ?
KLF5 inh: -14.4; HSP90 refold inh: 4.8; HIF activator: -0.9; AI-2 QS modul: 9.0; HSF1 inh: 8.3; GSK3A inh: -1.0; IEC-6 tox: 6.8; HSF1 activator: 19.8; aSyn UTR inh: 31.1; GSK3beta inhib: 5.6

How did Cc1cc(C(=O)NCC(C)C)c2ccccc2n1 do in these assays?
KLF5 inh: -17.1; HSP90 refold inh: 3.8; HIF activator: -0.8; AI-2 QS modul: 24.9; HSF1 inh: -2.1; GSK3A inh: -0.7; IEC-6 tox: 4.7; HSF1 activator: -11.9; aSyn UTR inh: -2.5; GSK3beta inhib: -1.7

What do the screens show for `Cc1ccccc1/[N+]([O-])=C/c1cccs1`?
KLF5 inh: -0.4; HSP90 refold inh: -1.2; HIF activator: -0.1; AI-2 QS modul: -5.3; HSF1 inh: 50.2; GSK3A inh: 0.0; IEC-6 tox: -3.3; HSF1 activator: 94.7*; aSyn UTR inh: -29.1; GSK3beta inhib: -1.4

How did Cc1cc(=O)oc2cc(OCC(=O)N/N=C/c3cc([N+](=O)[O-])ccc3O)ccc12 do in these assays?
KLF5 inh: -5.2; HSP90 refold inh: -0.8; HIF activator: 0.0; AI-2 QS modul: 14.1; HSF1 inh: -18.3; GSK3A inh: 5.8; IEC-6 tox: -4.4; HSF1 activator: -34.2; aSyn UTR inh: -40.9; GSK3beta inhib: 1.9

Results for O=C(CCCN1C(=O)c2ccccc2C1=O)Nc1sc2c(c1C(=O)NCc1ccco1)CCC2 ?
KLF5 inh: 2.3; HSP90 refold inh: -0.2; HIF activator: 0.5; AI-2 QS modul: 3.1; HSF1 inh: 1.3; GSK3A inh: -1.0; IEC-6 tox: -0.4; HSF1 activator: 1.8; aSyn UTR inh: -11.6; GSK3beta inhib: 0.5

Results for N#CCC(CNc1ncc(C(F)(F)F)cc1Cl)OC(=O)c1cccc([N+](=O)[O-])c1 (stereo not drawn) ?
KLF5 inh: -24.4; HSP90 refold inh: 0.5; HIF activator: 0.3; AI-2 QS modul: 8.0; GSK3A inh: -1.1; IEC-6 tox: -0.7; aSyn UTR inh: -60.7; GSK3beta inhib: -2.2

What do the screens show for `CCN1CCn2c1nc(N1CCCCC1)nc2=O`?
KLF5 inh: 13.8; HSP90 refold inh: 2.5; AI-2 QS modul: 16.1; HSF1 inh: -3.8; GSK3A inh: -3.9; IEC-6 tox: -1.3; HSF1 activator: -7.4; aSyn UTR inh: 25.0; GSK3beta inhib: -1.9

How did CCOC(=O)C1=NOC(Cn2cc(C#N)c(=O)n(C)c2=O)C1 (stereo not drawn) do in these assays?
KLF5 inh: -0.5; HSP90 refold inh: 1.1; HIF activator: -0.1; AI-2 QS modul: -10.8; HSF1 inh: -13.3; GSK3A inh: -3.9; IEC-6 tox: 0.6; HSF1 activator: 0.2; aSyn UTR inh: -4.1; GSK3beta inhib: -0.2

How did Cc1cc(-c2ccc(S(=O)(=O)N3CCN(C)CC3)s2)on1 do in these assays?
KLF5 inh: -25.2; HSP90 refold inh: -2.8; HIF activator: 0.2; AI-2 QS modul: 4.0; HSF1 inh: -7.8; GSK3A inh: -5.5; IEC-6 tox: -5.1; HSF1 activator: -11.8; aSyn UTR inh: -14.0; GSK3beta inhib: 2.9

What do the screens show for `Cc1ccc(C2NC(c3ccc(C)cc3)C(C)C(=O)C2C)cc1` (stereo not drawn)?
KLF5 inh: 9.9; HSP90 refold inh: 3.2; HIF activator: -0.4; AI-2 QS modul: 7.8; HSF1 inh: 0.9; GSK3A inh: -3.3; IEC-6 tox: 3.7; HSF1 activator: 12.3; aSyn UTR inh: 9.4; GSK3beta inhib: -0.3

Results for Cc1ccc(Cn2c(N3CCNCC3)nc3c2c(=O)[nH]c(=O)n3C)cc1 ?
KLF5 inh: -17.6; HSP90 refold inh: 0.9; HIF activator: -0.2; AI-2 QS modul: -1.0; HSF1 inh: -2.7; GSK3A inh: 2.2; IEC-6 tox: 2.8; HSF1 activator: -1.0; aSyn UTR inh: -17.3; GSK3beta inhib: -0.3

How did Cc1ccccc1CNC(=O)COc1ccccc1 do in these assays?
KLF5 inh: -40.5; HSP90 refold inh: -7.7; HIF activator: -2.3; AI-2 QS modul: -3.8; HSF1 inh: -5.9; GSK3A inh: -4.2; IEC-6 tox: -5.4; HSF1 activator: -4.5; aSyn UTR inh: -44.9; GSK3beta inhib: 1.6

How did CCOc1ccc(C/C(N)=N/n2cnnc2)cc1 do in these assays?
KLF5 inh: -32.4; HSP90 refold inh: -1.2; HIF activator: -0.2; AI-2 QS modul: 13.0; HSF1 inh: 4.6; GSK3A inh: -1.4; IEC-6 tox: -8.8; HSF1 activator: 4.3; aSyn UTR inh: 11.1; GSK3beta inhib: 0.4

How did COc1cc(OC)c2ccc(=O)oc2c1C(CCN1CCN(c2ccccc2)CC1)c1ccc2c(c1)OCO2 (stereo not drawn) do in these assays?
HIF activator: -0.1; AI-2 QS modul: -7.0; HSF1 inh: 7.2; HSF1 activator: -10.3; aSyn UTR inh: 11.5; GSK3beta inhib: -0.2

What do the screens show for `Cc1cccc(/N=C2/NC(=O)C(Cc3ccccc3)S2)n1` (stereo not drawn)?
KLF5 inh: -17.1; HSP90 refold inh: 3.6; HIF activator: 0.0; AI-2 QS modul: 26.7; HSF1 inh: 17.4; GSK3A inh: 16.9; IEC-6 tox: 4.7; HSF1 activator: 38.1; aSyn UTR inh: 21.8; GSK3beta inhib: 0.8

What do the screens show for `Cc1cc(NC(=O)c2ccco2)ncc1NC(=O)Cc1ccccc1`?
KLF5 inh: -77.2; HSP90 refold inh: 2.0; HIF activator: 5.8; AI-2 QS modul: 31.8; HSF1 inh: 7.6; GSK3A inh: 1.0; IEC-6 tox: 4.9; HSF1 activator: 26.1; aSyn UTR inh: -118.5; GSK3beta inhib: -0.1

Quoted at random: two entries already listed, in no set order.
What do the screens show for `COc1ccc(CC(=O)NNC(=O)c2cccs2)cc1`?
KLF5 inh: -40.0; HSP90 refold inh: -4.5; HIF activator: 0.4; AI-2 QS modul: 13.0; HSF1 inh: -7.2; GSK3A inh: -0.8; IEC-6 tox: -13.5; HSF1 activator: 15.8; aSyn UTR inh: -17.5; GSK3beta inhib: 1.6

Results for NC(=O)C1CCN(C2=C(NS(=O)(=O)c3ccc(Cl)cc3)C(=O)c3ccccc3C2=O)CC1 ?
KLF5 inh: -14.4; HSP90 refold inh: 4.8; HIF activator: -0.9; AI-2 QS modul: 9.0; HSF1 inh: 8.3; GSK3A inh: -1.0; IEC-6 tox: 6.8; HSF1 activator: 19.8; aSyn UTR inh: 31.1; GSK3beta inhib: 5.6
